PLC-beta3 inh: blocks human PLC-beta3 enzyme activity; Purified PLC-beta3, fluorogenic substrate, fluorescence; inhibition, % at 12.2 µM; hit rate 0.18% among 370,000; AID 720704; in the data active = inhibition above about 11%;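 also: 0% = median of compound wells on plate and 100% = full blocker control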
Target sequence (Q01970 whole entry, looked up): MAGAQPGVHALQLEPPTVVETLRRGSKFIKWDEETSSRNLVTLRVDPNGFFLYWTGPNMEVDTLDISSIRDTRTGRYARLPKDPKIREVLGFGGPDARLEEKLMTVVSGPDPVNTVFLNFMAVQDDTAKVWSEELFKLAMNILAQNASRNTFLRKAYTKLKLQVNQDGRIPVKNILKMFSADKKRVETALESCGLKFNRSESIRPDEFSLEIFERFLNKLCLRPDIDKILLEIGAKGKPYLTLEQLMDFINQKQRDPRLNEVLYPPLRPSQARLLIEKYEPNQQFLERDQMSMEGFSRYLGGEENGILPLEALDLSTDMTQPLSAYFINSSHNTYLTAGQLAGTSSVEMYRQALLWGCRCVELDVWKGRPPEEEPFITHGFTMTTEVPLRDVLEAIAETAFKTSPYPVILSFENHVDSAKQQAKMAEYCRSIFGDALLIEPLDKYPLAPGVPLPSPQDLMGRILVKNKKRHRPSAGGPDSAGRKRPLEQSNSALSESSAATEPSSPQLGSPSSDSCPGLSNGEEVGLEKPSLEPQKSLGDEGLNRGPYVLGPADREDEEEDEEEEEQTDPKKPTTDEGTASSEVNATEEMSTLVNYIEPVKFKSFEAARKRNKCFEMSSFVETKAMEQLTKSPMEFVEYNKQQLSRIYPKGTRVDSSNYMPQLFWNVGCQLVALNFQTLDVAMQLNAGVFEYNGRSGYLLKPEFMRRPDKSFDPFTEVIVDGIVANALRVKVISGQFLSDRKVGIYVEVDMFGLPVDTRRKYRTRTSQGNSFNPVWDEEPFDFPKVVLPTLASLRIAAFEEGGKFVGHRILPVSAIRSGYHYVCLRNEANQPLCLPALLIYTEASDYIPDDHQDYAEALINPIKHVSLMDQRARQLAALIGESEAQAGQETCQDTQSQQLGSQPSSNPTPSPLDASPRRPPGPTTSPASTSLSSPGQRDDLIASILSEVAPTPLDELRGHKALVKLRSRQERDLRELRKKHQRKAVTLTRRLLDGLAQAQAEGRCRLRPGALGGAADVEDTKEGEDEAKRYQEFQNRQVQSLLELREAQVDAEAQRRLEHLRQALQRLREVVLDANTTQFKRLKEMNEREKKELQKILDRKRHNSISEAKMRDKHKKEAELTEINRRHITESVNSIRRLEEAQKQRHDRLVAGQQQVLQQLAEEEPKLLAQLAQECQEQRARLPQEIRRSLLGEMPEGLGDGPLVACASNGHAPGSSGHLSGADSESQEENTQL
hcDAF-12 act: activates DAF-12 receptor from parasite H. contortus. HEK293 hcDAF-12 lit1-tk-luc reporter, luminescence; 0% DMSO, 100% Δ7-dafachronic acid. activation, % at 6.8 µM. hit rate 1.4% among 370,000;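 active = activation above the mean of all tested compounds plus 3 SD, cut at about 5.5% in these data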;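 also: 100% = response to 3 µM Δ7-dafachronic acid high control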
Rev-erbA mod: modulates human Rev-erb alpha binding to DNA. Rev-erbα–FITC-DNA binding, fluorescence polarization, 90 min. hit rate 0.79% among 370,000. AID 1259318. P20393. activity, % at 10 µM;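 active = activity above about 14%, limit read from the data; passing the limit was not always enough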;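 also: 0% = DMSO wells with 35 nM protein and 100% = DMSO wells with 750 nM protein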
ssDAF-12 act: activators of S. stercoralis DAF-12 nuclear receptor; activation, % at 6.8 µM; HEK293 ssDAF-12/GRIP1 lit1-tk-luc reporter, luminescence; % of 3 µM dafachronic acid response; hit rate 1% among 370,000; AID 652126;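 active = activation above the mean over all tested compounds plus 3 SD, cut at about 0.9% in these data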;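 also: 0% = DMSO-only wells and 100% = 3 µM delta7-dafachronic acid wells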
DAX1 inh-1: blocks DAX1 repression of SF-1 activated StAR promoter. HEK293T StAR-luciferase reporter, SF-1/DAX-1 repression relief. AID 652010. hit rate 1.1% among 370,000. inhibition, % at 6.8 µM;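 active = inhibition above the mean over all tested compounds plus 3 SD, cut at about 3.6% in these data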;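 also: 0% = DAX-1 cells with DMSO and 100% = cells lacking DAX-1 with DMSO; higher inhibition means more luminescence from relief of DAX-1 repression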
GAA850 FXN act: frataxin GAA850 promoter activation; HEK293 lucGAA850 FXN promoter luciferase reporter, 24 h; percent of 10 µM SAHA response; activation, % at 6 µM; hit rate 0.56% among 360,000;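 active = activation above the average of all compounds screened plus 3 SD, cutoff fixed separately per campaign, cut at about 7.5% in these data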;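 also: 0% = DMSO wells and 100% = 10 µM SAHA wells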
hgDAF12 agonist: hgDAF-12 agonism, primary luciferase screen; hit rate 1.8% among 370,000; activation, % at 6.8 µM; HEK293 GAL4-hgDAF12 UAS-luciferase reporter, agonist luminescence; normalized to butyrate control; AID 687014;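 active = activation above a cutoff set at the mean of all screened compounds plus 3 SD, cut at about 10% in these data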;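 also: 0% = DMSO wells and 100% = sodium butyrate wells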
sPLA2-III inh: Inhibits HGIII-sPLA2 liposome hydrolysis, primary screen | AID 743126 | hit rate 0.56% among 370,000 | inhibition, % at 12.2 µM | QFRET BODIPY PC-A2 liposome hydrolysis, fluorescence;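 active = inhibition above mean plus 3 SD of compounds lying within the high and low control bounds, cut at about 19% in these data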;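 also: 0% = median of test compound wells and 100% = no enzyme DMSO wells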
DAX1 inh-2: inhibits human nuclear receptor DAX1 | P51843 | HEK293 Gal4-DAX1 luciferase reporter, luminescence | inhibition, % at 6.75 µM | hit rate 0.99% among 340,000 | AID 504766;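 active = inhibition above the mean over all tested compounds plus 3 SD, cut at about 4.2% in these data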;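 also: 0% = DAX1-transfected cells with DMSO and 100% = empty-vector control cells with DMSO; inhibition shows as a rise in luminescence from relieved DAX1 repression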
PG9 binder: PG9 antibody binding by small molecule; inhibition, % at 6.7 µM; hit rate 0.43% among 360,000; TR-FRET gp120-PG9 antibody binding; in the data active = inhibition above about 8.5%
SMARCA2 act: increases SMARCA2 function in MMTV reporter cells; MG213 cells, MMTV-luciferase reporter, dexamethasone, overnight; hit rate 1% among 370,000; activation, % at 9.1 µM; in the data active = activation above about 7.8%;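 also: 0% = vehicle wells and 100% = reference activator wells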
Starred values were filed as active, the others as inactive; x = no result given. Rows were taken by chance; overall some 7% were active at least once.

canonical_smiles | PG9 binder | hcDAF-12 act | ssDAF-12 act | Rev-erbA mod | PLC-beta3 inh | SMARCA2 act | GAA850 FXN act | DAX1 inh-1 | DAX1 inh-2 | sPLA2-III inh | hgDAF12 agonist
Cc1[nH]nc2ncc(C(=O)c3cc(F)ccc3O)cc12 | 1.0 | 0.5 | -1.1 | 6 | -13 | -5 | -1.4 | -0.7 | 0.7 | -3 | 3.9
Cc1ccccc1NC(=O)c1cccc(S(=O)(=O)N2CCCCC2)c1 | 0.2 | -3.1 | -1.1 | 2 | 0 | -2 | 1.5 | 0.5 | -1.1 | -4 | 1.6
CCCN(CCC)C(=O)CC(c1ccccc1)c1ccc(C)cc1O (stereo unspecified) | 2.0 | -2.4 | -1.3 | -2 | -18 | -4 | -5.2 | -0.3 | 0.9 | -22 | -0.4
CC1CCCCN1C(=O)C12CCC(C)(/C(=N/O)C1)C2(C)C (stereo unspecified) | -1.7 | -0.8 | -1.6 | -3 | -1 | -5 | -2.0 | -0.7 | 0.6 | 3 | 0.8
O=C(Cc1ccc(F)cc1)OCC(=O)N1CCN(S(=O)(=O)c2ccc(Cl)cc2)CC1 | 2.2 | -1.1 | -0.9 | 3 | -8 | -2 | 0.6 | 1.5 | -1.3 | -8 | -1.3
O=C(Cc1c(F)cccc1Cl)N1CCCC1 | -0.3 | -1.9 | -1.9 | -2 | -1 | -3 | 0.2 | 0.6 | 0.7 | 6 | -1.5
CC(C(=O)N(C)C1CCS(=O)(=O)C1)N1C(=O)/C(=C/c2ccc(F)cc2)SC1=S (stereo unspecified) | -2.0 | 1.3 | -1.3 | 8 | -11 | -2 | -0.9 | 0.1 | 0.1 | -3 | 2.4
CS(=O)(=O)N(CC(=O)Nc1ccccc1C(=O)N1CCOCC1)c1cccc([N+](=O)[O-])c1 | -1.8 | -2.1 | -1.3 | 6 | -4 | -1 | 0.3 | -0.6 | 1.7 | 2 | 0.4
Cc1ccccc1N(C(=O)Cc1cccs1)C(C(=O)NCC1CCCO1)c1cccnc1 (stereo unspecified) | -0.1 | -1.5 | -1.2 | -4 | 3 | 1 | -0.8 | 1.0 | -0.2 | 0 | 0.8
Cc1ccc(S(=O)(=O)N2CCCCC2C)cc1[N+](=O)[O-] (stereo unspecified) | -0.9 | -1.1 | -1.5 | -6 | -1 | 3 | -0.4 | -0.3 | 0.0 | -2 | -0.4
O=C(NCc1ccc2c(c1)OCO2)c1ccc(Cl)s1 | -1.3 | 2.2 | -1.5 | -1 | -6 | -2 | 2.8 | -0.5 | 0.5 | -6 | 1.9
CCOc1ccc(N2C(=O)CNC2=S)cc1 | 1.3 | -0.3 | -1.8 | 3 | -6 | -1 | 1.2 | 1.3 | 0.1 | -17 | 1.3
CCCNC(=O)CSc1nc(Cc2ccccc2)nc2ccccc12 | 0.4 | -2.3 | -1.8 | 13 | -4 | -3 | 1.8 | -1.0 | 0.5 | 10 | -1.8
CC(=O)OC[C@H]1O[C@@H](O[C@H]2C[C@]3(C)C(C[C@@H](O)C4C([C@]5(C)CC[C@@H](C(C)(C)O)O5)CC[C@]43C)[C@@]3(C)CC[C@H](O)C(C)(C)C23)[C@H](O[C@@H]2O[C@@H](C)[C@H](O)[C@@H](O)[C@H]2O)[C@@H](O)[C@@H]1O (stereo partly specified) | -1.1 | -0.3 | -1.1 | -2 | 1 | 1 | -2.0 | 0.3 | 2.5 | 3 | -1.1
CC(C)(C)c1nnc(NC(=O)C2CC(=O)N(CCc3ccc(F)cc3)C2)s1 (stereo unspecified) | -0.9 | 0.5 | -0.9 | 4 | -11 | -3 | 0.4 | 0.1 | -0.8 | 1 | -2.7
O=C(Nc1ccccc1Cl)Nc1ccnn1C1CCN(C(=O)c2cscn2)CC1 | -1.0 | -0.4 | -1.0 | -3 | -3 | 0 | 0.9 | 1.1 | 1.1 | 1 | 0.7
CN1C[N+]([O-])=C(c2ccccc2)C1(C)C | 0.2 | -0.3 | -2.0 | 4 | -2 | 1 | 2.5 | 0.1 | -1.7 | 4 | 3.0
CN1CCCC(OC(=O)c2ccc(C(C)(C)C)cc2)C1 (stereo unspecified) | -0.1 | -0.2 | -1.7 | -2 | 3 | -3 | 2.4 | 1.1 | 3.1 | 11 | 0.7
COc1cccc(-c2[nH]nc3c2C(c2ccoc2)C(C#N)=C(N)O3)c1 (stereo unspecified) | 0.5 | -0.4 | -1.3 | -1 | -11 | 7 | -1.7 | -0.4 | -0.1 | -14 | -4.5
COC(=O)CSc1nnc(-c2ccc(S(=O)(=O)NCc3ccccc3Cl)cc2)o1 | -1.9 | -1.8 | -1.3 | -4 | 5 | -5 | 0.7 | 0.6 | 0.6 | 0 | 3.1
CCOC(=O)c1cnn(-c2nc(-c3ccccc3)nc3c2COC(C)(C)C3)c1N | 1.8 | -1.6 | -1.3 | -1 | 4 | 0 | 2.8 | -0.8 | -0.1 | 5 | 0.5
CCOC(=O)N1CCC(NC(=O)c2cc(C(=O)Nc3ccc(OCC)cc3)ccc2CO)CC1 | 0.6 | 0.1 | -0.5 | 3 | 2 | -3 | -1.5 | -0.5 | -0.8 | -4 | -0.5
CC(=O)OCCN(CCOC(C)=O)c1c(C)[nH]c(=O)[nH]c1=O | 0.1 | -2.8 | -0.9 | 1 | 2 | -1 | 1.4 | -0.1 | -0.3 | 3 | 2.3
CCC(C)(C)C1CCC(=NNC(=S)Nc2ccccc2)CC1 (stereo unspecified) | -0.3 | 2.3 | -1.9 | -12 | -2 | 8.9* | 6.4 | 1.0 | 0.5 | -2 | 9.0
COc1ccc2c(c1)c(C(=O)N/N=C/c1ccc(OC)c(OC)c1)c(C)n2C | 0.1 | -2.9 | -1.1 | 5 | 0 | 3 | 1.0 | 0.3 | -1.1 | -3 | -1.6

Reprinted at random: 2 entries already listed, in no set order.
canonical_smiles | PG9 binder | hcDAF-12 act | ssDAF-12 act | Rev-erbA mod | PLC-beta3 inh | SMARCA2 act | GAA850 FXN act | DAX1 inh-1 | DAX1 inh-2 | sPLA2-III inh | hgDAF12 agonist
Cc1ccccc1N(C(=O)Cc1cccs1)C(C(=O)NCC1CCCO1)c1cccnc1 (stereo unspecified) | -0.1 | -1.5 | -1.2 | -4 | 3 | 1 | -0.8 | 1.0 | -0.2 | 0 | 0.8
COc1ccc2c(c1)c(C(=O)N/N=C/c1ccc(OC)c(OC)c1)c(C)n2C | 0.1 | -2.9 | -1.1 | 5 | 0 | 3 | 1.0 | 0.3 | -1.1 | -3 | -1.6

Continuation:
canonical_smiles | PG9 binder | hcDAF-12 act | ssDAF-12 act | Rev-erbA mod | PLC-beta3 inh | SMARCA2 act | GAA850 FXN act | DAX1 inh-1 | DAX1 inh-2 | sPLA2-III inh | hgDAF12 agonist
CCOC(=O)C1CCN(C(=O)c2ccc3c(=O)n4nc(Nc5ccccc5OC)sc4nc3c2)CC1 | -0.1 | 1.0 | -1.4 | -1 | 4 | -2 | 0.0 | 0.6 | 1.7 | 1 | 3.2
Cc1cc(Nc2ccc([N+](=O)[O-])cc2)nc2ccccc12 | -0.5 | -2.5 | -1.5 | -9 | -17 | 2 | 4.2 | -1.2 | -0.5 | -3 | 0.6
O=C(O)c1ccc(NC(=S)NC(=O)c2ccc(-c3ccc(Br)cc3)o2)cc1 | 1.2 | -2.1 | -0.9 | -4 | -13 | -2 | 1.6 | 0.3 | 2.7 | 4 | 7.2
COc1ccc(C2C(C(=O)c3ccco3)=C(O)C(=O)N2c2nnc(C)s2)cc1OC (stereo unspecified) | -2.7 | -0.1 | -1.2 | 12 | -30 | 0 | 1.1 | 0.0 | -0.9 | -5 | 1.1
Cc1cccc(C(=O)NNC(=O)c2ccccc2C)c1 | -1.8 | 2.0 | -0.6 | 0 | 8 | -2 | 2.7 | 0.0 | 0.5 | 7 | 6.4
CCCOC(=O)Nc1cccc(C(C)=O)c1 | 3.4 | -0.8 | -0.5 | 0 | -5 | -2 | 2.8 | -0.7 | 0.2 | 0 | 3.1
COc1ccc(CC(=O)Nc2cc(C)ccn2)cc1OC | -2.5 | -0.7 | -1.2 | 0 | 1 | 4 | 1.5 | 0.0 | 1.6 | -1 | 1.2
COc1cc(OC)cc(C(=O)O/N=C(\N)c2ccncc2)c1 | -0.6 | -0.4 | -1.6 | -5 | -4 | -1 | 0.5 | 0.4 | 0.2 | 8 | 2.4
CCOc1cc(/C=N/NC(=O)C(=O)N2CCCC2)ccc1O | -2.6 | -0.7 | -1.2 | -2 | 2 | -4 | -0.1 | -0.5 | 0.1 | 2 | 1.8
COCC(=O)NCc1nc2ccccc2[nH]1 | 1.6 | 5.0 | -1.0 | 3 | -6 | -3 | -0.7 | 0.1 | 0.3 | 6 | 2.4
CC(C)C(OC(=O)c1nsc(Cl)c1Cl)C(=O)NCc1ccccc1 (stereo unspecified) | 1.0 | -0.6 | -1.0 | 3 | -10 | -1 | -1.3 | 0.0 | 2.4 | 2 | 2.8
CCCc1ncc(C(O)(c2ccccc2)c2ccccc2)n1C | -0.3 | -1.2 | -0.8 | -3 | 0 | 1 | -1.7 | 0.9 | -1.1 | 4 | -0.2
COc1ccc(-c2nc3c(Cl)cc(C(F)(F)F)cn3c2Cc2ccc(C)cc2)cc1OC | 2.4 | 1.0 | -0.7 | 4 | -17 | -2 | x | 3.6 | x | -8 | 0.6
COc1ccc(/C=C2\Sc3ccc(C(=O)NCC4CCCO4)cc3N(C)C2=O)cc1 (stereo unspecified) | -0.8 | -1.9 | -1.5 | -16 | -68 | -2 | 1.7 | -2.6 | -0.2 | -13 | -0.9
COCC(=O)Nc1c(C(=O)Nc2ccc3c(c2)OCCO3)oc2ccccc12 | 2.5 | 3.5 | -0.5 | 2 | -10 | -1 | 7.4 | 4.6* | 1.0 | 3 | 17*
Brc1ccc(-c2nc3ccc(Br)cn3c2Cc2ccccc2)cc1 | 7.0 | -0.4 | -0.6 | 26* | -8 | 1 | x | -3.3 | x | -8 | 12*
CC(C)c1c(C(=O)N/N=C/c2cccs2)nnn1-c1nonc1N | -1.0 | -3.0 | -1.3 | -3 | -8 | 0 | 0.9 | 0.0 | 0.5 | -4 | 1.9
CCOC(=O)COc1ccc(CCNC(C)=O)cc1 | -1.0 | -1.3 | -0.6 | 4 | -1 | 0 | 0.9 | -1.4 | 0.6 | -4 | -1.5
Cc1ccc(C)c(-n2c(Cc3cccs3)n[nH]c2=S)c1 | -1.5 | 1.4 | -0.6 | 10 | 0 | -1 | -0.5 | 0.7 | 0.5 | 7 | -0.9
OC(CN1CCOCC1)Cn1c2c(c3ccccc31)CCCC2 (stereo unspecified) | -1.1 | -1.9 | -0.8 | 1 | -18 | -2 | -0.5 | -0.2 | 0.6 | 8 | -2.3
COc1ccc(-c2nnn3c2Cn2c4ccccc4c(=O)n2[C@@H](C)C3)cc1 | x | -3.7 | -1.7 | 4 | -29 | 0 | x | -2.5 | x | -4 | 0.2
CCN(CC)CCN1C(=O)C(=O)/C(=C(/O)c2ccc(F)cc2)C1c1cccnc1 (stereo unspecified) | 1.0 | -1.2 | -1.0 | 2 | 4 | -1 | 1.6 | 0.0 | 5.0* | 0 | -0.4
COc1cc(/C=C/C(=O)OCC(=O)NC(=O)NCc2ccco2)ccc1OC(F)F | -0.4 | -1.4 | -0.5 | 2 | -11 | -1 | -0.1 | 0.0 | 0.7 | -15 | -0.1

High-throughput results from PubChem BioAssay.
